C2C12 statin: protects C2C12 myotubes from simvastatin toxicity; ATP luminescence, 48 h; scaled: DMSO 0, geranylgeraniol control 100; rescue of ATP level, % at 7.49 µM; 330,000 tested, 0.78% active; AID 602340;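 active = mean ATP rescue above about 67%, or every replicate alone reaching that limit, limit read from the data, passing the limit was not always enough; inconclusive = no clear call, values can overlap the other calls; inactive = mean under the limit and some replicate under it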;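 also: myotubes were challenged with 10 µM simvastatin during compound exposure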
GSIS activator: GLuc luminescence reporter in INS-1E cells, primary screen for activators of glucose-dependent secretion of insulin; INS-1E GLuc reporter insulin secretion, 2-3 h; activation, % at 16.6 µM; 370,000 tested, 0.61% active;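 active = lowest replicate activation of at least 40%, so every replicate reaches that level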;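 also: 0% = median of neutral control wells and 100% = median of IBMX positive control wells; some compounds called inactive have numbers as strong as hits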
PglD DTNB: inhibitors of Campylobacter jejuni PglD acetyltransferase. purified PglD enzyme, DTNB colorimetric CoA detection. inhibition, % at 12.5 µM. AID 602405. 360,000 tested, 0.098% active; in the data active = inhibition above about 16%, passing the limit was not always enough; inconclusive = no clear call, values can overlap the other calls; also: strong numbers were not always called active
PAX8 reporter: lowers PAX8-driven luciferase in RMG-I cells. RMG-I TPO-luciferase reporter, SteadyGlo, 24 h. inhibition, % at 12.6 µM. 360,000 tested, 1.2% active;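 active = mean replicate inhibition at least 60% with every replicate also reaching 60%; inconclusive = only one of the two criteria is met; inactive = mean below 60% and not all replicates reaching 60%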;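 also: luciferase light reporting Pax8 driven TPO promoter activity; plate controls were median of neutral control wells for no effect and mitoxantrone controls for full effect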
Cneo AK release: Cryptococcus neoformans lysis via adenylate kinase release. C. neoformans lysis, adenylate kinase release luminescence, 4 h; normalised: neutral wells 0, clomiphene wells 100. lysis activity, % at 15 µM. 360,000 tested, 0.2% active. AID 651654;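 active = mean lysis activity across replicates of at least 80%, whatever share of replicates individually reach that level; inactive = mean lysis activity below 80%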
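Test system: log-phase Cryptococcus neoformans yeast cells; Quantity: yeast cell density of 5 × 10^6 cells/mL; Buffer or medium: YPD; Doses: single compound concentration per well; Timing: 4 h at 37 °C static, read 1 h later; Measured by: AK luminescence; Read-out basis: lysis from increased AK signal; Control set: Clomiphene as positive control.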
LGR2 inh: blocks bursicon-induced cAMP signaling via Drosophila LGR2 | HEK293 LGR2, CRE-luciferase, bursicon-stimulated, 4 h | inhibition, % at 9.99 µM | 380,000 tested, 0.35% active | AID 720647;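 active = drop in luminescence signal, shown as inhibition above about 50% in the replicate tests, limit read from the data, passing the limit was not always enough; inconclusive = probably only some replicates passing the limit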;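 also: agonist challenge used bursicon conditioned medium at about half maximal strength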
PGC1a acetyl inh: lowers PGC1a acetylation signal in U2OS cells. AlphaScreen anti-acetyl-lysine; with virally co-expressed GCN5 acetyltransferase. inhibition, % at 15.6 µM. 350,000 tested, 0.17% active;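 active = every replicate shows inhibition of at least 40%; inconclusive = mean inhibition at least 40% but some replicate below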;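 also: 0% = neutral control wells and 100% = positive control wells; some results beyond the cut were filed as inactive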
ARNT TACC3 PPI: disrupts binding between human ARNT and TACC3; AlphaScreen His-ARNT PAS-B/GST-TACC3 binding, luminescence; TACC3 fragment carries E629A point mutation; inhibition, % at 9.99 µM; 390,000 tested, 0.66% active; AID 623870;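 active = mean inhibition of replicates at least 50% and at least half of replicates each reaching 50%; inconclusive = half or more replicates reach 50% but mean below 50%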;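 also: 0% = complete ARNT plus TACC3 wells and 100% = ARNT alone without TACC3; many hits fall short of the cut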
* hit, by the source's call; ? = inconclusive; · = no result given; & = joins results of further samples.

structure | C2C12 statin | GSIS activator | PglD DTNB | PAX8 reporter | Cneo AK release | LGR2 inh | PGC1a acetyl inh | ARNT TACC3 PPI
COc1ccc2cc(-c3cc(C(=O)OCC(=O)Nc4c(C)n(C)n(-c5ccccc5)c4=O)c4ccccc4n3)ccc2c1 | -10 | 5 | -9 | -118 | -13 | ? | -7 | -5
Cc1cc(C)n(CCNC(=O)CC2C(=O)NCCN2Cc2ccc(C)o2)n1 (stereo not drawn) | · | 0 | · | 12 | · | -1 | 13 | -6
Cc1ccc(C(=O)N/N=C2\CCc3ccccc32)c(C)c1 | · | 12 | -2 | -107 | -3 | -82 | -10 | -1
CCCC#Cc1ccc2c(c1)O[C@@H](CN(C)C(=O)NCCC)[C@H](C)CN([C@H](C)CO)S2(=O)=O | -6 | -9 | -1 | 7 | -3 | -20 | 1 | 2
CCOC(=O)C1CCCN(c2oc(-c3ccc(F)cc3)nc2C#N)C1 (stereo not drawn) | 0 | 29 | 6 | -5 | 1 | 5 | · | 15
COc1ccc(O)cc1 | 3 | 10 | 1 | · | -1 | 10 | -8 | -5
O=C(Nc1cccc(NC(=O)c2ccccc2[N+](=O)[O-])n1)c1ccccc1[N+](=O)[O-] | -14 | · | 8 | · | -1 | · | -4 | 4
C/C(=N\N(c1ccccc1)c1ccccc1)c1ccc(N)cc1 | · | 9 | · | 19 | · | 5 | · | 1
O=C(C1CC(c2ccccc2O)=NO1)N1CCc2ccccc2C1 (stereo not drawn) | -18 | · | 7 | · | 6 | · | -6 | -3
CN(Cc1nc(-c2cnccn2)no1)Cc1cccc2ccccc12 | 1 | 8 | 5 | -8 | -1 | 12 | -7 | 3
Cc1noc(C)c1NC(=O)Nc1ccc2c(c1)C(=O)N([C@H](C)CO)C[C@@H](C)[C@H](CN(C)S(=O)(=O)c1ccc(F)cc1)OCCCC[C@@H](C)O2 | · | -1 | 0 | -4 | -2 | 7 | 0 | -6
C/C(CC(=O)NCc1ccco1)=N\NC(=O)C(c1ccccc1)c1ccccc1 | 2 | · | 2 | · | 15 | · | -5 | -2
Cc1ccc(C(=O)N2CCCC(C(=O)c3cc(F)ccc3F)C2)s1 (stereo not drawn) | -9 | -4 | · | 12 | · | 4 | -12 | -15
COc1ccc(NC(=O)N(C)C[C@@H]2Oc3ncc(C#Cc4cccc(F)c4)cc3C(=O)N([C@H](C)CO)C[C@@H]2C)cc1 | · | -27 | 2 | · | -6 | 10 | 11 | 2
Cc1noc(C)c1NC(=O)N[C@@H]1C=C[C@@H](CC(=O)N2CCN(C)CC2)O[C@@H]1CO | -5 | -7 | -1 | 2 | -1 | 0 | 2 | -12
O=C(Nc1cccc(-c2nc3ccccc3o2)c1)c1cccnc1 | · | 5 | · | -18 | · | 26 | · | 19
COc1ccc(NC(=O)NC2(C(=O)N3CCCC3)CCCCC2)cc1 | -5 | 6 | -4 | -1 | -1 | -5 | -10 | -4
O=C(C[C@@H]1CC[C@H]2[C@@H](COC[C@@H](O)CN2S(=O)(=O)c2cccc(Cl)c2)O1)N1CCOCC1 | -14 | 20 | -2 | -10 | 1 | -9 | 1 | 4
CCOC(=O)C1=C(CC)Nc2ccccc2N=C1NC(=O)Nc1ccccc1OC | 7 | · | 0 | · | 7 | · | -7 | -4
O=C(NC(=S)Nc1ccccc1)C1CCCCC1 | -5 | 7 | -5 | -51 | 31 | -22 | · | 4
O=C(Nc1nnc(-c2ccc3c(c2)CCCC3)o1)C1CCCCC1 | 3 | · | · | -9 | -1 | 4 | 3 | 5
c1ccc(C2CNCc3c2ccc2ccccc32)cc1 (stereo not drawn) | · | -14 | 0 | 35 | 3 | -4 | · | 17
COc1ccc(NC(=S)NCc2ccc3c(c2)OCO3)cc1 | -24 | -7 | 0 | -13 | 3 | 14 | -22 | 0
CC(C)c1cc(=O)[nH]c(SCC(=O)NC2CCCC2)n1 | 14 | 1 | 2 | 4 | 3 | 17 | 1 | -7
COC(=O)C1CCN(C(=O)NC(C)(C)C)CC1 | · | · | 4 | · | -5 | · | -6 | -1
C[C@@H]1C(c2cccc(Cl)c2)=NN(c2ccc(Br)cc2)[C@H]1C(=O)N1CCOC1=O | 1 | · | -4 | · | 2 | · | 40 | -38
FCCCOc1ccc(-c2ccnc3ncnn23)cc1 | 5 | 8 | 3 | -4 | 1 | · | · | 0
CC1CCN(C(=O)COC(=O)Cn2cnc3c2c(=O)n(C)c(=O)n3C)CC1 | -8 | 4 | -5 | -7 | 1 | -5 | -3 | -22
C[C@@H]1CCCCO[C@H](CN(C)S(=O)(=O)c2cn(C)cn2)[C@H](C)CN([C@@H](C)CO)C(=O)c2cc(NC(=O)Cc3ccccc3)ccc2O1 | · | 3 | 3 | 4 | -5 | 2 | 4 | 11
Cc1ccn2c(=O)nc(SCC(=O)c3ccccc3)nc2c1 | 1 | 1 | -5 | -145 | -2 | -40 | · | 1
CC(C)NC(=O)[C@H](CSCc1ccccc1)N1Cc2ccccc2C1=O | 7 | -11 | 3 | -13 | 0 | -1 | 6 | -10
CSc1ncccc1C(=O)N(C)CC(=O)Nc1ccc(Cl)cc1 | -3 | 12 | -2 | 4 | -1 | -3 | · | 0
CC(C)CCN(C(=O)c1ccncc1)c1c(N)n(Cc2ccccc2)c(=O)[nH]c1=O | -1 | · | 2 | 0 | 8 | · | · | 2
C[C@@H]1CN([C@@H](C)CO)S(=O)(=O)c2ccc(Br)cc2O[C@@H]1CN(C)Cc1ccccn1 | -8 | 0&7 | 3&0 | -1 | -1&-6 | -6&9 | -6&-16 | -6
CCCc1cc(N2CCCC(C(=O)NCC)C2)n2ncnc2n1 (stereo not drawn) | 15 | -6 | 0 | · | 1 | -1 | 9 | 3
CCN(Cc1ccccc1)C(c1ccc(C)cc1)c1nnnn1C(C)(C)CC (stereo not drawn) | 3 | · | -24 | · | -1 | · | -41 | -4
CCCCN1CCNC[C@@H]1Cc1ccccc1 | -9 | 11 | -2 | 4 | 1 | -15 | 5 | 3
Cc1ccc(S(=O)(=O)N[C@@H]2CC[C@@H](CC(=O)NCc3ccc(Cl)c(Cl)c3)O[C@@H]2CO)cc1 | 2 | -29 | 6 | 10 | -5 | 13 | 2 | -10
O=C(Nc1ccnn1C1CCN(C(=O)c2ccc(C(F)(F)F)cc2)CC1)C1CC1 | 2 | -2 | · | -24 | -1 | 9 | 3 | -23
Cn1c(=O)n(C)c2cc(/C=C(/C#N)C(=O)NCc3ccco3)ccc21 | · | 5 | · | -12 | · | 12 | -5 | -1
Cc1ccc(S(=O)(=O)N(C)C[C@@H]2Oc3ccc(NS(=O)(=O)c4cccs4)cc3CC(=O)N([C@H](C)CO)C[C@H]2C)cc1 | -39 | 2 | -3 | -22 | -4 | -1 | 2 | 6
COC(=O)C1=CN(Cc2ccc(OC)c(OC)c2)C=C(C(=O)OC)C1c1cccs1 | · | 41 | · | -5 | · | 18 | -6 | -22
N#C[C@H]1[C@@H](c2ccccc2C2=CCCCC2)[C@@H](CO)N1S(=O)(=O)c1ccccc1 | · | -9 | · | -16 | · | 0 | -4 | ·
COc1ccccc1OCCNC(=O)c1cccs1 | -4 | · | 2 | · | 5 | · | -21 | -9
CCCCn1c(N)c(N(CC(C)C)C(=O)c2cccs2)c(=O)[nH]c1=O | 11 | 26 | -1 | -13 | 1 | 12 | 1 | 8
C[C@H]1CN([C@@H](C)CO)C(=O)c2cc(-c3ccc(F)cc3)cnc2O[C@H]1CN(C)C(=O)Cc1ccccn1 | 1 | 10 | -1 | 3 | 3 | 18 | 3 | -5
Cn1c(=O)n(-c2ccc(Cl)cc2)c(=O)c2c3c(sc21)COC(C)(C)C3 | · | · | 0 | 17 | 0 | · | 1 | -14
COCCCn1c(C(=O)NCCC2=CCCCC2)cc2c(=O)n3cccc(C)c3nc21 | -4 | 13 | 4 | -6 | 3 | 9 | 5 | -2

Random excerpt: two compounds from above, in no set order.
structure | C2C12 statin | GSIS activator | PglD DTNB | PAX8 reporter | Cneo AK release | LGR2 inh | PGC1a acetyl inh | ARNT TACC3 PPI
O=C(Nc1ccnn1C1CCN(C(=O)c2ccc(C(F)(F)F)cc2)CC1)C1CC1 | 2 | -2 | · | -24 | -1 | 9 | 3 | -23
Cc1ccc(S(=O)(=O)N(C)C[C@@H]2Oc3ccc(NS(=O)(=O)c4cccs4)cc3CC(=O)N([C@H](C)CO)C[C@H]2C)cc1 | -39 | 2 | -3 | -22 | -4 | -1 | 2 | 6

The listing continues.
structure | C2C12 statin | GSIS activator | PglD DTNB | PAX8 reporter | Cneo AK release | LGR2 inh | PGC1a acetyl inh | ARNT TACC3 PPI
COc1ccc(-n2cc(CNCCc3ncc(C)[nH]3)c(-c3ccccc3Cl)n2)cc1 | · | 0 | -2 | -9 | -3 | 18 | 5 | 9
CCNC(=O)C[C@H]1CC[C@H]2[C@H](COc3ccc(NS(=O)(=O)c4ccccc4C)cc3C(=O)N2C)O1 | 17 | 3 | 1 | -6 | -3 | -4 | -4 | -9
CC(C)c1ccc(NC(=O)CCNS(=O)(=O)c2cccc3nsnc23)cc1 | 1 | -10 | · | · | · | 12 | · | 2
COc1cc2oc3ccccc3c(=O)c2cc1OC | 1 | · | 3 | · | -5 | · | -13 | -2
O=C(c1ccco1)N1CCN(C(c2ccccc2F)c2nnnn2CC2CCCO2)CC1 (stereo not drawn) | 1 | · | 0 | · | -2 | · | 8 | 7
C[C@H]1CN([C@@H](C)CO)C(=O)c2cc(NC(=O)Nc3ccc(F)cc3)ccc2O[C@H]1CN(C)C | -8 | -1 | 4 | -2 | -7 | 12 | -1 | -9
COc1ccc([C@H]2/C=C\CN(C(=O)CC(C)(C)C)[C@@H](C)C(=O)N2Cc2ccc(F)cc2)cc1 | -15 | -31 | 4 | 6 | -1 | -5 | 1 | 15
O=C(NCCc1cccc(Cl)c1)c1ccc(Cl)c([N+](=O)[O-])c1 | -2 | · | · | 33 | · | · | -7 | -4
Cc1ccc(C)c(Cn2nnc3c(=O)[nH]c(C(=O)NCc4ccco4)nc32)c1 | 44 | -21 | 6 | · | 0 | -14 | -25 | 4
CN1CCN(c2nnc(-c3ccc(F)cc3)c3ccccc23)CC1 | -10 | 20 | -3 | 14 | 5 | 3 | 25 | 4
CCC(CC)c1nnc(NC(=O)COc2ccc3c(c2)OCO3)s1 | 15 | 2 | 2 | -6 | 1 | 4 | · | -4
O=C(Nn1c(SCc2ccc(F)cc2)nc2ccsc2c1=O)c1ccccc1 | · | -11 | · | -9 | · | -2 | · | -10
Cc1cc(C)cc(N(C(C)C(=O)NC2CCCC2)S(C)(=O)=O)c1 (stereo not drawn) | -12 | · | 0 | · | 3 | · | 16 | -32
C#CC[N+]1(CC#Cc2ccc(C)cc2)CCCCC1 | · | 4 | · | 2 | · | -9 | · | -7
Cn1ccnc1SCC(=O)c1ccc(Cl)cc1 | 11 | 2 | -1 | -34 | 2 | -14 | -3 | 3
CC(=O)NCCC(=O)Nc1cc(S(=O)(=O)N2CCOCC2)ccc1N1CCCC1 | 11 | 22 | 0 | -2 | 1 | -11 | · | -5
CC1CC(C)CN(c2oc(-c3ccco3)nc2C#N)C1 (stereo not drawn) | · | 7 | 0 | 27 | -1 | -5 | 4 | 35
Fc1ccccc1NC(=S)N1CCN(Cc2ccccc2)CC1 | -4 | 2 | -2 | 3 | 1 | 5 | -5 | 0
O=C1N=C(N2CCN(c3ccccc3)CC2)S/C1=C\c1ccco1 | · | -3 | · | 13 | · | -2 | 6 | 10

Screening results (PubChem BioAssay)
